Screens (PubChem BioAssay)
PostGolgi ctrl = inhibits growth of the yeast control strain. efflux-deficient yeast background strain, growth absorbance A615, 16 h. inhibition, % at 10 µM. 98,000 tested, 5% active
PLAP activator = human PLAP activation; activation fold at 20 µM; P05187; purified PLAP enzyme, luminescent substrate read-out; hits give high values; 96,000 tested, 1.2% active; in the data active = activation fold above about 2
Target sequence (P05187 whole entry, looked up): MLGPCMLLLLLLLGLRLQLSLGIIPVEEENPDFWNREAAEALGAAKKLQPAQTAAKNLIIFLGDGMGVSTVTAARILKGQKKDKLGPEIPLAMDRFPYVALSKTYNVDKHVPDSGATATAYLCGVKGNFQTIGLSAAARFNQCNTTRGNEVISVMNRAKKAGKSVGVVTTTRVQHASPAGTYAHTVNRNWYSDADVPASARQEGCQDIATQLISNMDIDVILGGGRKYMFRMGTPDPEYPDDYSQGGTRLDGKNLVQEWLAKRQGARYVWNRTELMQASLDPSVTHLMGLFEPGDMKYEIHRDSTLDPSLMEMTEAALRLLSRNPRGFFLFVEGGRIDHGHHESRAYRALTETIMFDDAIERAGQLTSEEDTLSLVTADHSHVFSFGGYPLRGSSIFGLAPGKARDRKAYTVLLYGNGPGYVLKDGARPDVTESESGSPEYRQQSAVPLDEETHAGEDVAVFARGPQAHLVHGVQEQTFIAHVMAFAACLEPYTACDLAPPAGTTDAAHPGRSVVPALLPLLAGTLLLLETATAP
S1P2 ag = agonists of human S1P2 receptor; S1P2-expressing cell line, agonist reporter read-out; O95136; activation, % at 4.5 µM; AID 729; 97,000 tested, 0.46% active; in the data active = activation above about 16%;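 also: 0% = vehicle low control and 100% = maximal reference agonist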
Target sequence (O95136 whole entry, looked up): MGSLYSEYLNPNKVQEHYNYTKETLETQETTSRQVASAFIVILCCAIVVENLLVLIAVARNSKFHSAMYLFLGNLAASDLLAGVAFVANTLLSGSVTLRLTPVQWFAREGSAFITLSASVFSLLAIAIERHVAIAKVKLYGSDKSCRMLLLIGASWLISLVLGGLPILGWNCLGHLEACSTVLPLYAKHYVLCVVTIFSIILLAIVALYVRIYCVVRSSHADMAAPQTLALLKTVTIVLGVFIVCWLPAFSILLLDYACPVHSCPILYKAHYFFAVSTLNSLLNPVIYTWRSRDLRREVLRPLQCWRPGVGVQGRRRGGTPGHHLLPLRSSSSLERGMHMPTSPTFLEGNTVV
E coli WT exp = blocks growth of wild type E. coli BW25113 | AID 710 | OD600 absorbance | growth inhibition, % at 100 µM | 98,000 tested, 0.15% active;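 active = growth inhibition above about 50% at one test dose, limit read from the data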;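 also: growth measured after 20 h incubation at 37 °C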
PostGolgi yeast = growth inhibition of a yeast mutant, post-Golgi transport screen; post-Golgi transport phenotypic cell assay; inhibition, % at 10 µM; 98,000 tested, 0.9% active; AID 739;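 also: yeast cells grown in 1536-well plates; yeast grown about 18 h at 30C before absorbance read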
sEH inh = blocks human soluble epoxide hydrolase activity; AID 707; 91,000 tested, 0.34% active; inhibition, % at 2 µM; recombinant human sEH enzymatic activity assay; in the data active = inhibition above about 80%; also: values of inactives mirror those of a sister screen read the other way; many of its hits are not listed in these tables
sEH act = activators of human soluble epoxide hydrolase | P34913 | purified human sEH enzymatic activity, activator screen | activation, % at 2 µM | 91,000 tested, 0.04% active; in the data active = activation above about 37%; also: values of inactives mirror those of a sister screen read the other way
CD11b adhes inh = CD11b/CD18-fibrinogen binding inhibition | P05107+P11215 | inhibition, % at 10 µM | 93,000 tested, 0.54% active | K562 CD11b/CD18 adhesion to fibrinogen, ATPlite luminescence; Mn2+ added to activate the integrin;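 active = primary inhibition of 50% or more at 10 µM, then 40% or more on retest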; also: some results filed as inactive read as strong as hits
S1P2 blocker = S1P2 (human) receptor antagonism; O95136; cell-based S1P2 antagonist assay, inhibition at 5 uM; inhibition, % at 5 µM; 97,000 tested, 0.21% active; AID 736; in the data active = inhibition above about 45%;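 also: CRE beta-lactamase reporter cells expressing human S1P2 stimulated with S1P; 0% = agonist at EC80 alone and 100% = agonist plus reference antagonist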
* = called active by the depositor; · = not tested or not shown. Rule as the data show it, unless noted: active = inhibition above about 30%; inactive = the rest.

SMILES	PostGolgi ctrl	PLAP activator	S1P2 ag	E coli WT exp	PostGolgi yeast	sEH inh	sEH act	CD11b adhes inh	S1P2 blocker
O=C(COC(=O)c1cc(=O)[nH]c2ccccc12)NC(=O)NC1CCCCC1	30	1.2	-1	-6	3	67	-66	-3	5
CCCn1c(C(O)c2ccc3c(c2)OCO3)nc2ccccc21 (stereo not drawn)	-1	·	-3	9	0	-16	16	-4	0
COc1cccc(N2CCN(C(=O)CCn3c(=S)[nH]c4cc5c(cc4c3=O)OCO5)CC2)c1	4	1	-3	4	0	·	·	·	16
O=C(CSc1nnc(Cn2nnc3ccccc32)o1)Nc1ccc(Cl)cc1	·	·	-4	·	·	5	-4	·	-16
CC(=O)O/N=C/c1c(N2CCOCC2)n(C)c2ccccc12	10	1.1	-3	12	26	8	-5	·	11
COCc1cc(=O)n2[nH]c(C(F)(F)F)nc2n1	3	0.7	-5	-6	-3	-8	5	-9	4
CN(c1ccc(C(=O)N2CCCCC2)cc1)S(=O)(=O)c1ccccc1	15	1	-8	-3	-1	-4	8	21	9
O=[N+]([O-])c1cccc(-c2ccc(/C=N/NC(=S)Nc3ccccc3)o2)c1	48*	1	-9	-11	-13	9	-8	·	8
O=C(O)Cn1nc(C(F)(F)F)c2c1CCC2	14	1.1	-6	1	-1	0	0	-2	3
Cc1cc(C)c2c(-n3cccc3)nn(CC#N)c2n1	4	0.8	-4	9	-6	10	-4	·	-18
COC(=O)Cn1cc(C(=O)c2cccs2)c2ccccc21	4	0.8	0	-2	4	-3	3	-7	-8
COc1ccc(OC)c(C2C(C(=O)O)c3ccccc3C(=O)N2C)c1 (stereo not drawn)	6	0.9	-7	0	1	·	·	-7	5
COc1ccccc1CNS(=O)(=O)c1c(C)[nH]c(=O)[nH]c1=O	-1	0.9	-3	-6	-11	3	-5	-34	-4
CC1(C)CC(=O)C(C=NC(CCC(N)=O)C(=O)O)=C(O)C1 (stereo not drawn)	-6	1.2	-7	8	3	-6	9	-13	-5
Cc1cnc(NC(=O)CSc2nnc(-c3ccccc3)o2)s1	8	·	-2	-13	2	2	-2	·	-3
CN(C)S(=O)(=O)c1cccc(NC(=O)COC(=O)c2ccc(Br)o2)c1	6	0.8	-8	12	-1	5	-2	·	7
O=C(CN1CCCCC1)Nc1cccc(Cl)c1Cl	2	0.9	-1	9	-6	1	0	-26	-24
CCOc1ccc(C2C(C#N)=C(N)N(c3sc4c(c3C#N)CCCC4)C3=C2C(=O)CCC3)cc1 (stereo not drawn)	-1	0.9	-5	-6	0	-3	4	-4	4
Cc1ccc(-c2c(C)sc(=NC(=O)c3ccco3)n2C)cc1	13	1.2	-3	4	0	-3	4	2	-17
CCc1nnc(NC(=O)CSc2nnc(C3CCCCC3)n2-c2ccccc2)s1	12	1.4	-4	-1	1	-15	17	5	16
COc1ccc(CC(=O)Nc2ccc(-c3noc(COc4ccccc4C)n3)cc2)cc1	1	0.8	·	-7	-6	·	·	-21	·
CCOc1ccc(NC(=O)CCNS(=O)(=O)c2ccc3c(c2)c(=O)n(C)c(=O)n3C)cc1	8	0.9	-6	-3	-1	-4	4	-3	0
CCOC(=O)c1cc(-c2ccccc2)sc1NC(=O)c1ccc(OC)cc1	1	1.1	-4	-9	4	-17	17	·	12
COc1ccc2[nH]c3ccc(OC)cc3c2c1	8	0.8	·	1	-3	·	·	-9	·
Cc1cc(Cl)c(S(=O)(=O)NCc2cccnc2)cc1OCC(=O)NC1CCCCC1	-6	1	-2	0	3	-9	12	-26	-1
c1n[nH]c(SCCCCSc2ncn[nH]2)n1	2	2.6*	-4	8	-4	3	-3	-36	-40
CC(Oc1ccc(F)cc1F)C(=O)/C=C/N(C)C (stereo not drawn)	-1	1.2	-7	-1	4	0	0	7	-11
CC1CN(C)C(C)CC1NCc1ccc2c(c1)OCO2 (stereo not drawn)	4	0.9	·	6	17	·	·	-2	·
CCN(CC)CCn1c(=S)[nH]c2ccc(Cl)cc2c1=O	9	1.2	-9	-4	-1	·	·	-13	20
O=c1c(C(c2ccc(O)cc2)c2c(O)nc3n(c2=O)CCCS3)c(O)nc2n1CCCS2	19	0.9	-6	-6	-4	3	-2	-8	12
O=C(Cn1c2ccccc2c(=O)c2ccccc21)N/N=C/c1cc([N+](=O)[O-])ccc1N1CCCCCC1	14	1	-3	-6	-4	-2	3	-9	4
Cc1nc2c(C#N)c[nH]n2c(=O)c1Cc1ccccc1	23	0.9	-4	-11	1	-10	10	·	-6
Cc1cc(OCc2nc(-c3cccnc3)no2)c(C)cc1Br	5	1.2	-3	-11	3	4	0	-26	2
CCS(=O)(=O)N1CCC(C(=O)Nc2cccc(C(C)=O)c2)CC1	12	1	-2	7	-2	5	-6	-8	-40
Nn1cnnc1SCC(=O)Nc1ccc(C2CCCCC2)cc1	1	0.8	·	4	1	·	·	40	·
Cc1occc1-c1nnc(SCC(=O)N2CCOCC2)n1CC(C)C	·	·	-5	·	·	-10	8	·	-7
O=C(NCC1COc2ccccc2O1)c1ccc(NC(=O)c2ccco2)cc1 (stereo not drawn)	17	1	-5	-14	3	4	-1	12	-1
O=C(CCn1c(SCC(=O)c2ccccc2)nc2ccccc2c1=O)NCc1ccc(F)cc1	-2	1	-7	2	-4	24	-25	-7	6
c1ccc(-c2cn3c(n2)CCC3)cc1	7	0.9	-1	-2	0	7	-6	-46	-9
O=C(C1=C(O)C(=O)N(c2ncccn2)C1c1ccc(Cl)cc1)c1ccco1 (stereo not drawn)	13	1	-6	-3	-6	-3	3	·	0

Ordered by count of non-hydrogen atoms (lowest first): part of the list above
SMILES	PostGolgi ctrl	PLAP activator	S1P2 ag	E coli WT exp	PostGolgi yeast	sEH inh	sEH act	CD11b adhes inh	S1P2 blocker
c1ccc(-c2cn3c(n2)CCC3)cc1	7	0.9	-1	-2	0	7	-6	-46	-9
c1n[nH]c(SCCCCSc2ncn[nH]2)n1	2	2.6*	-4	8	-4	3	-3	-36	-40
COc1ccc2[nH]c3ccc(OC)cc3c2c1	8	0.8	·	1	-3	·	·	-9	·
CC(Oc1ccc(F)cc1F)C(=O)/C=C/N(C)C (stereo not drawn)	-1	1.2	-7	-1	4	0	0	7	-11
Cc1nc2c(C#N)c[nH]n2c(=O)c1Cc1ccccc1	23	0.9	-4	-11	1	-10	10	·	-6
Cc1cc(OCc2nc(-c3cccnc3)no2)c(C)cc1Br	5	1.2	-3	-11	3	4	0	-26	2
Nn1cnnc1SCC(=O)Nc1ccc(C2CCCCC2)cc1	1	0.8	·	4	1	·	·	40	·
Cc1occc1-c1nnc(SCC(=O)N2CCOCC2)n1CC(C)C	·	·	-5	·	·	-10	8	·	-7
CCOC(=O)c1cc(-c2ccccc2)sc1NC(=O)c1ccc(OC)cc1	1	1.1	-4	-9	4	-17	17	·	12
O=C(NCC1COc2ccccc2O1)c1ccc(NC(=O)c2ccco2)cc1 (stereo not drawn)	17	1	-5	-14	3	4	-1	12	-1
Cc1cc(Cl)c(S(=O)(=O)NCc2cccnc2)cc1OCC(=O)NC1CCCCC1	-6	1	-2	0	3	-9	12	-26	-1
O=c1c(C(c2ccc(O)cc2)c2c(O)nc3n(c2=O)CCCS3)c(O)nc2n1CCCS2	19	0.9	-6	-6	-4	3	-2	-8	12
O=C(CCn1c(SCC(=O)c2ccccc2)nc2ccccc2c1=O)NCc1ccc(F)cc1	-2	1	-7	2	-4	24	-25	-7	6
O=C(Cn1c2ccccc2c(=O)c2ccccc21)N/N=C/c1cc([N+](=O)[O-])ccc1N1CCCCCC1	14	1	-3	-6	-4	-2	3	-9	4

(list continues)
SMILES	PostGolgi ctrl	PLAP activator	S1P2 ag	E coli WT exp	PostGolgi yeast	sEH inh	sEH act	CD11b adhes inh	S1P2 blocker
CN(CCc1ccccn1)c1ncnc2[nH]ncc12	2	2.1*	-4	-2	9	8	-6	1	4
N#CCCN1CCN(S(=O)(=O)c2ccc(S(=O)(=O)N3CCOCC3)cc2)CC1	20	1	·	4	-7	·	·	12	·
CN(C)c1nc(N)nc(CSc2ncc(Cl)cc2Cl)n1	7	0.9	-5	0	-3	·	·	3	14
Cc1ccc(SCc2c(-c3ccccc3)nn(C)c2Cl)cc1	3	1.1	-4	4	-4	-8	5	6	-8
CC(C)c1nc(SCC(=O)Nc2ccc(N3CCOCC3)cc2)c2ccccc2n1	·	·	5	·	·	60	-59	·	-42
N#Cc1c(N)oc(-c2cccs2)c1-c1cccs1	6	1	-5	8	3	10	-11	12	-15
COc1ccc(CC(=O)NCc2cccs2)cc1	17	1	-12	11	-7	2	0	-8	-16
Cc1nc2ccc(S(=O)(=O)Nc3ccccc3C)cc2s1	8	1.1	·	-4	5	·	·	-9	·
CC1CCC(C(C)C)C(OC(=O)CSc2nccc(=O)[nH]2)C1 (stereo not drawn)	17	1.2	-5	-4	-1	24	-25	2	-15
CCOC(=O)c1sc(/N=C/N(C)C)c(C(=O)OCC)c1C	-2	1	1	4	0	0	1	-6	-5
CN(C)S(=O)(=O)Oc1ccsc1C(=O)Nc1ccc(Cl)c(Cl)c1	45*	0.9	-2	-11	-3	5	-3	·	11
Clc1ccc(-c2csc(NNC3=NCCCCC3)n2)cc1	6	1.4	-3	-18	4	·	·	·	4
O=C(COc1ccccc1)N1CCN(c2ccc([N+](=O)[O-])c(N3CCCCC3)c2)CC1	17	1.2	-11	-12	3	-4	4	·	10
O=C(CN1C(=O)C2C3C=CC(C3)C2C1=O)N1CC(=O)N(CCc2ccccc2)C(=O)C1 (stereo not drawn)	6	1	-6	-1	17	-2	2	-10	15
COCCCNC(=O)Nc1ccc(F)cc1F	11	0.9	-4	4	-1	16	-12	-43	2
COc1cccc(C(=O)Nc2ccc(S(=O)(=O)NCc3ccco3)cc2)c1	3	1	·	4	3	·	·	-12	·
O=C(NCCC1=CCCCC1)c1ccc(F)c(S(=O)(=O)N2CCOCC2)c1	27	1	0	-2	-4	97*	-97	-5	-6
O=C1C2CC=C(Cl)CC2C(=O)N1c1ncn[nH]1 (stereo not drawn)	8	·	-1	2	0	-9	11	·	15
CC(C)CCN1C(=O)c2ccc(C(=O)OCn3nnc4ccccc4c3=O)cc2C1=O	-3	0.9	-4	-14	-9	·	·	·	8
O=C(NCc1ccco1)C(Cc1ccccc1)N1C(=O)C2C3C=CC(C3)C2C1=O (stereo not drawn)	8	1.7	-6	4	2	-7	7	-12	13
CCNc1c(N)c(=O)oc2ccccc12	-2	0.9	-12	9	3	0	0	-9	13
CC(C)(C)n1nc2c(c1NC(=O)c1cccs1)CS(=O)C2 (stereo not drawn)	0	1	-7	4	8	6	-4	6	3
COc1ccc(OC)c(NC(=O)CSc2nnc(CNc3ccc(C)cc3C)o2)c1	17	0.9	-5	1	11	-6	6	-8	20
CCCCOc1nc(N)nc(-c2ccccc2)n1	4	1.1	-3	-2	11	-17	16	-18	-4
O=CNc1ccccc1Oc1ccccc1	-1	0.9	·	8	5	·	·	-8	·
CC(C)/C(=N\NC(=O)Nc1ccccc1)c1ccccc1	15	0.9	-8	5	-14	-3	0	·	12
CCC(=O)Nc1ccccc1C(=O)NC1CCCCC1	7	0.9	-5	0	-7	4	-4	-32	-6
